ARFGAP1 inh – rat ARFGAP1 inhibition; Q62848; Arfgap1-stimulated ARF1 GTP hydrolysis, GDP FP detection; inhibition, % at 16.5 µM; 0.26% of 360,000 active;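 active means inhibition above a per-plate limit, mean inhibition of low control wells plus 3 SD, cut at about 25% in these data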;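 further: 0% = DMSO wells with enzyme and 100% = wells lacking Arfgap1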
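System: truncated rat Arfgap1 GAP domain / Benchmarks: high control wells lacking Arfgap1, low control full reaction with DMSO / Times: compound-enzyme preincubation 20 min, reaction 120 min, detection 60 min, 25 °C / Repeats: one replicate per compound / Also added: human ARF1(Δ1-17)-GTP substrate / Measured by: Tracer-displacement fluorescence polarization with EDTA stop, 620/688 nm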
DDE Tn6 FP inh – inhibitors of Tn6 peptide binding to human fibrin DD(E) | 0.21% of 370,000 active | inhibition, % at 8.3 µM | P02675 | Fibrin DD(E) TRITC-Tn6 fluorescence polarization displacement;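 active means inhibition above a per-campaign cutoff: mean of compounds within control limits plus 3 SD, cut at about 15% in these data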;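 further: 0% = median of all compound wells on the plate and 100% = blocking peptide control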
MBD2 DNA inh – blocks human MBD2 binding to methylated DNA | Q9UBB5 | TR-FRET, MBD2 binding to methylated oligonucleotide | inhibition, % at 4.4 µM | 0.31% of 370,000 active | AID 686964; in the data active means inhibition above about 13%
PLC-gamma1 inh – inhibitors of human phospholipase C gamma1 | 0.84% of 370,000 active | AID 720700 | inhibition, % at 12.2 µM | P19174 | purified PLC-gamma1, fluorogenic substrate, fluorescence; in the data active means inhibition above about 9.5%
Target sequence (P19174 whole entry, looked up): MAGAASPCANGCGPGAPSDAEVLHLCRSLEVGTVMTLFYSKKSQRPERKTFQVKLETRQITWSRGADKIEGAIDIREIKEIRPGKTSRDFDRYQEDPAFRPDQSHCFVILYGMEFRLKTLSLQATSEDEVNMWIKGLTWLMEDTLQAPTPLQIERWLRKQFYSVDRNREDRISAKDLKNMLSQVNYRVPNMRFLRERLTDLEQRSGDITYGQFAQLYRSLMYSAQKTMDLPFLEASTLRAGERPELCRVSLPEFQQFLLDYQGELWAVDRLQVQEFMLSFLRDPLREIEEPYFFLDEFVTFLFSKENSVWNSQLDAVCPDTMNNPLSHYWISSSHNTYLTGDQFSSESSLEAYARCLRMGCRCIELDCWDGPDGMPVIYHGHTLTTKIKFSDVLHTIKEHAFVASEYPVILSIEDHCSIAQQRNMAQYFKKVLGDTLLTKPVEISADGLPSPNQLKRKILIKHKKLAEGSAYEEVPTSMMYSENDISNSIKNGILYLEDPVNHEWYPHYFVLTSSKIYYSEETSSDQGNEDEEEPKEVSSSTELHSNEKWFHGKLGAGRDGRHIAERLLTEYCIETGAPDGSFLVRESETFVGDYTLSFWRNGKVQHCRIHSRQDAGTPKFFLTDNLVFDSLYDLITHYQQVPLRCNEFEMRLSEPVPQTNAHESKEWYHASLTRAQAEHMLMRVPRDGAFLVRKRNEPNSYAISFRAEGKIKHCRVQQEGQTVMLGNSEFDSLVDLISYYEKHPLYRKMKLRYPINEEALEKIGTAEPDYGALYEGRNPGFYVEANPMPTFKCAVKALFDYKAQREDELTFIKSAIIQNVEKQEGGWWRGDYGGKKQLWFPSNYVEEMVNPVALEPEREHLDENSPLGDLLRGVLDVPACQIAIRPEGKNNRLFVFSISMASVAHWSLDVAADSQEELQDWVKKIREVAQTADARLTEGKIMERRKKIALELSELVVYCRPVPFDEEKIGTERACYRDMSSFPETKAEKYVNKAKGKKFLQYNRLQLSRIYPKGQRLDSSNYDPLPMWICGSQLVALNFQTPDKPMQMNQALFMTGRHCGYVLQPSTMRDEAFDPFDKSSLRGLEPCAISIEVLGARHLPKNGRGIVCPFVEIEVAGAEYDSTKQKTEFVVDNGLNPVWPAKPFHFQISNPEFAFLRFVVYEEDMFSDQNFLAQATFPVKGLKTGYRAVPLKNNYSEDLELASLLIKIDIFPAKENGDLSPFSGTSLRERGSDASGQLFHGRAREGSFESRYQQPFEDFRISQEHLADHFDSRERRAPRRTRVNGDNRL
Tn7 DDE FP – inhibitors of Tn7 peptide binding to human fibrin DD(E); AID 720508; 0.13% of 370,000 active; inhibition, % at 8.3 µM; FP displacement of FITC-Tn7 peptide from fibrin DD(E); 0% = median of compound wells per plate;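 active means inhibition above the mean of compounds falling within the control limits plus 3 SD of them, cut at about 14% in these data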;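 further: 0% = plate median of compound wells and 100% = 10 µM Aha-Tn7 peptide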
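Measure: % inhibition scaled between sample-field median and high-control FP; Test system: human fibrin DD(E); Quantity: 2 µM final DD(E) protein; Doses: one dose, 8.3 µM nominal; Schedule: compound with protein 10 min, then 3 h after probe, room temperature; Detection: fluorescence polarization; Medium: Tris buffer with calcium and detergent, pH 7.8.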
ADAM17 inh – ADAM17 inhibition, QFRET primary screen; P78536; recombinant ADAM17, EDANS/DABCYL FRET peptide cleavage; inhibition, % at 6.95 µM; 0.83% of 370,000 active; AID 720648;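 active means inhibition above the mean of compounds lying between control limits plus 3 SD, set per campaign, cut at about 8.5% in these data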;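 further: 0% = DMSO-only wells as the low control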
ASAP1 inh – ASAP1 ArfGAP inhibition; ASAP1-stimulated ARF1 GTP hydrolysis, GDP FP detection; inhibition, % at 16.5 µM; Q9ULH1; 0.19% of 360,000 active; AID 624377; in the data active means inhibition above about 25%;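 further: 0% = vehicle with enzyme and substrate and 100% = no enzyme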
UHRF1 binding – blocks human UHRF1 binding to methylated DNA. Q96T88. UHRF1 binding to methylated oligo, TR-FRET. inhibition, % at 4.4 µM. 0.75% of 370,000 active. AID 687016; in the data active means inhibition above about 21%;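 further: UHRF1 SRA domain binding a hemimethylated CpG hairpin DNA probe; 0% = median of test compound wells and 100% = reference inhibitor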
proKLK7 act – activates the human kallikrein-7 zymogen; P49862; purified proKLK7, EDANS-DABCYL substrate fluorescence; 100% is mature enzyme control, 0% vehicle; activation, % at 7 µM; 0.9% of 370,000 active; AID 652039;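 active means activation above the mean of all tested compounds plus 3 SD, computed per campaign excluding outliers beyond control limits, cut at about 13% in these data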
PLC-beta3 inh – inhibitors of human phospholipase C beta3; inhibition, % at 12.2 µM; Q01970; 0.18% of 370,000 active; AID 720704; Purified PLC-beta3, fluorogenic substrate, fluorescence; in the data active means inhibition above about 11%;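 further: 0% = median of compound wells on plate and 100% = full blocker control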
Numbers without * were called inactive; nt = not tested or not shown.

Assay codes: A = ARFGAP1 inh; B = DDE Tn6 FP inh; C = MBD2 DNA inh; D = PLC-gamma1 inh; E = Tn7 DDE FP; F = ADAM17 inh; G = ASAP1 inh; H = UHRF1 binding; I = proKLK7 act; J = PLC-beta3 inh
> CCCn1c(SCC(=O)Nc2ccccc2CC)nnc1C(C)C
  A: 3.2; B: -0.9; C: 0.1; D: 0.9; E: -1.6; F: -4.8; G: -5.2; H: 4.1; I: 0.2; J: -0.1

> CC(C)(C)N1CC(c2nc3ccccc3n2CCOc2ccccc2)CC1=O (stereo unspecified)
  A: 2.2; B: -2.8; C: -2.1; D: 2.0; E: 0.9; F: -1.9; G: -3.6; H: 1.1; I: -0.3; J: 2.1

> Cc1oc(-c2cc(F)ccc2F)nc1CN1CCC(C(=O)N2CCOCC2)CC1
  A: 2.2; B: 7.3; C: -1.3; D: -3.4; E: 3.7; F: 1.4; G: 1.7; H: -1.6; I: -0.2; J: -9.9

> CC(C)CN1CCNC(=O)C1CC(=O)NCc1cnn(-c2cccc(F)c2)c1 (stereo unspecified)
  A: -4.4; B: 7.9; C: 1.7; D: -11.9; E: 1.9; F: -5.1; G: 6.5; H: 0.7; I: -0.8; J: -12.9

> O=C(Oc1cc(=O)oc2ccccc12)c1ccccc1
  A: -11.2; B: -6.8; C: 0.4; D: 0.1; E: 4.3; F: -0.7; G: 0.8; H: -0.3; I: 0.0; J: 0.3

> CCOc1ccc(CSC(CC(=O)O)C(=O)O)cc1 (stereo unspecified)
  A: -6.7; B: 9.4; C: -2.3; D: -1.5; E: 9.0; F: -5.1; G: -11.8; H: -0.3; I: 0.4; J: 1.9

> CCCN1C(=O)/C(=C/c2nc3ccccc3c(=O)[nH]2)c2cc(C)ccc21
  A: -4.0; B: 1.5; C: 5.0; D: -29.9; E: 2.2; F: -6.3; G: -3.5; H: 2.7; I: -1.3; J: -49.1

> COc1ccc(-n2c(SCC(=O)NCC3CCCO3)nc3ccccc3c2=O)cc1Cl (stereo unspecified)
  A: -19.2; B: 3.1; C: 2.5; D: -3.2; E: 8.5; F: -1.0; G: -11.9; H: 1.1; I: 0.4; J: -3.0

> CC(C)c1ccc(NC(=O)C2CCCCC2C(=O)O)cc1 (stereo unspecified)
  A: -11.6; B: -6.9; C: 0.2; D: 2.5; E: -5.3; F: 0.2; G: -0.1; H: -1.2; I: 0.0; J: 4.4

> CCNC(=S)Nc1ccc(Cl)c([N+](=O)[O-])c1
  A: 6.5; B: -1.4; C: -2.6; D: -0.1; E: -0.8; F: -3.0; G: 2.4; H: 0.1; I: 0.0; J: -2.5

> COc1ccccc1CC(=O)O/N=C(\N)c1ccccn1
  A: 2.8; B: -5.7; C: 0.4; D: -0.5; E: 2.2; F: -0.3; G: -0.7; H: 0.8; I: -0.1; J: -4.7

> C=CCn1c(SCc2nc(N)nc(N3CCCCC3)n2)nnc1-c1ccco1
  A: 5.6; B: 7.3; C: 2.8; D: -0.1; E: 4.7; F: -3.0; G: 0.7; H: -1.7; I: -0.3; J: -2.6

> CCn1cc(C(=O)NCC2CCCO2)c(=O)c2cc(S(=O)(=O)N3CCCCC3)ccc21 (stereo unspecified)
  A: 12.4; B: -3.4; C: 2.3; D: 7.7; E: -9.3; F: 5.4; G: -2.3; H: 0.8; I: -0.6; J: 3.8

> O=C(NS(=O)(=O)c1ccc2c(c1)OCCO2)c1ccccc1
  A: -2.7; B: 2.9; C: 0.1; D: 1.4; E: -2.5; F: -6.3; G: 4.2; H: -0.8; I: 0.0; J: 4.5

> CN(CC(=O)Nc1ccc(F)cc1)C(=O)CN1C(=O)c2ccccc2C1=O
  A: 5.3; B: 1.2; C: 2.1; D: 6.0; E: -2.0; F: 4.1; G: 2.6; H: -0.1; I: 0.3; J: -0.1

Shown with tabs: three of the compounds above
Molecule	ARFGAP1 inh	DDE Tn6 FP inh	MBD2 DNA inh	PLC-gamma1 inh	Tn7 DDE FP	ADAM17 inh	ASAP1 inh	UHRF1 binding	proKLK7 act	PLC-beta3 inh
CCOc1ccc(CSC(CC(=O)O)C(=O)O)cc1 (stereo unspecified)	-6.7	9.4	-2.3	-1.5	9.0	-5.1	-11.8	-0.3	0.4	1.9
CCCN1C(=O)/C(=C/c2nc3ccccc3c(=O)[nH]2)c2cc(C)ccc21	-4.0	1.5	5.0	-29.9	2.2	-6.3	-3.5	2.7	-1.3	-49.1
COc1ccc(-n2c(SCC(=O)NCC3CCCO3)nc3ccccc3c2=O)cc1Cl (stereo unspecified)	-19.2	3.1	2.5	-3.2	8.5	-1.0	-11.9	1.1	0.4	-3.0

The list goes on.
Assay codes: A = ARFGAP1 inh; B = DDE Tn6 FP inh; C = MBD2 DNA inh; D = PLC-gamma1 inh; E = Tn7 DDE FP; F = ADAM17 inh; G = ASAP1 inh; H = UHRF1 binding; I = proKLK7 act; J = PLC-beta3 inh
> Fc1ccc(OCCCn2ccnc2)cc1
  A: -1.1; B: -2.5; C: 3.2; D: 4.0; E: 1.4; F: -0.3; G: -4.3; H: 4.0; I: 0.5; J: -0.3

> O=C(CSc1nnc(CNC(=O)c2c(F)cccc2Cl)o1)NCCc1ccccc1
  A: 12.7; B: -1.3; C: 3.8; D: -0.8; E: 1.6; F: -5.9; G: 9.2; H: -1.0; I: 0.4; J: -10.0

> COc1ccc(N2CC(C(=O)OCC(=O)Nc3ccccc3C)CC2=O)cc1 (stereo unspecified)
  A: 3.5; B: 4.1; C: -4.1; D: 2.7; E: 4.1; F: -0.2; G: 2.0; H: 1.6; I: -0.1; J: -5.6

> COCC(O)CNc1ccccc1 (stereo unspecified)
  A: 2.9; B: 3.5; C: 0.7; D: 1.6; E: 4.6; F: -0.3; G: 8.6; H: -1.8; I: -0.2; J: -0.1

> CC(C)(C)OC(=O)NNC1CC(=O)N(c2ccccc2F)C1=O (stereo unspecified)
  A: 6.5; B: 4.6; C: 0.1; D: -0.9; E: 2.2; F: -2.1; G: 4.5; H: -0.8; I: 0.3; J: -0.1

> C[C@H](O)[C@@H]1C(=O)N2CCc3c([nH]c4c(-c5ccccc5)cccc34)[C@@H]2C[C@@H]1N(C)C(=S)Nc1ccc(C#N)cc1
  A: 8.6; B: -1.6; C: 3.0; D: -45.7; E: 3.8; F: -45.5; G: 13.6; H: -0.5; I: -4.0; J: -58.7

> CC1CCN(c2nc3c(c(=O)[nH]c(=O)n3C)n2CCSc2ncccn2)CC1
  A: -0.7; B: -1.2; C: 4.7; D: -2.0; E: -4.8; F: -2.1; G: 0.6; H: 3.9; I: 0.2; J: -1.1

> CCCN(C(=O)COC(=O)CCC(=O)c1ccccc1)c1c(N)n(Cc2ccccc2)c(=O)[nH]c1=O
  A: 11.9; B: -2.3; C: 2.1; D: 1.7; E: -2.0; F: 1.7; G: -6.4; H: 2.6; I: 0.4; J: 2.1

> C=C[C@@H]1c2cc(C)ccc2N(S(=O)(=O)c2ccc(C)cc2)[C@H](c2ccccc2)C1(C#N)S(=O)(=O)c1ccccc1 (stereo partly specified)
  A: -2.5; B: 3.6; C: -5.8; D: 1.8; E: 3.9; F: -1.3; G: 0.9; H: -0.7; I: 1.4; J: -3.8

> COc1ccc2oc(C(=O)OCC(=O)N3C(C)CCCC3C)c(C)c2c1 (stereo unspecified)
  A: -1.6; B: 5.5; C: 2.9; D: -68.2; E: 1.5; F: -56.8; G: 7.8; H: -0.1; I: -0.6; J: -106.2

> COc1ccccc1-c1cc(NC(C)=O)c2ncc(-c3ccc(F)cc3)n2c1
  A: -4.2; B: 9.3; C: 1.7; D: -26.8; E: 5.0; F: -8.4; G: 2.8; H: 1.3; I: -0.6; J: -35.9

> NC(=O)CC(NC(=O)Cc1cccc2ccccc12)c1ccc(N2CCc3ccccc3C2)c([N+](=O)[O-])c1 (stereo unspecified)
  A: 16.9; B: -18.1; C: -2.3; D: -18.4; E: 5.0; F: -1.4; G: 4.9; H: 1.5; I: 0.3; J: -36.7

> CCOCCCN(C(=O)c1snc(C(N)=O)c1N)C(C(=O)NC1CCCC1)c1ccc(OC)cc1 (stereo unspecified)
  A: -1.5; B: 1.2; C: -2.8; D: -48.1; E: -3.2; F: -41.5; G: -15.5; H: 0.0; I: 3.0; J: -71.6

> COc1ccc(NC(=O)C2CCCO2)cc1Cl (stereo unspecified)
  A: -2.4; B: 9.8; C: -5.1; D: -0.6; E: 7.9; F: 0.8; G: -7.6; H: 4.0; I: 0.1; J: 1.6

> O=C(c1ccccc1)N1CCN(c2ncnc3sc4c(c23)CCC4)CC1
  A: 5.5; B: 1.1; C: 0.7; D: -4.4; E: -3.2; F: -6.3; G: -5.0; H: 3.4; I: 0.1; J: -2.7

> Cc1ccn2cc(-c3cccc(S(=O)(=O)N4CC(C)OC(C)C4)c3)nc2c1 (stereo unspecified)
  A: -3.3; B: 7.3; C: 4.2; D: -43.1; E: -1.9; F: -3.8; G: 5.2; H: 2.5; I: 0.1; J: -69.6

> CC(C)CN1C(=O)C[C@@]2(C(=O)N(C)c3ccc(NS(=O)(=O)C4CC4)cc32)C1c1ccccc1 (stereo partly specified)
  A: nt; B: -0.5; C: 15.2*; D: -0.7; E: -0.8; F: -1.6; G: nt; H: 14.9; I: 0.2; J: 0.6

> O=C(CSc1nc2[nH]ncc2c(=O)n1-c1ccccc1)NCc1cccs1
  A: -8.9; B: 3.0; C: 0.2; D: -1.2; E: 5.4; F: -0.8; G: 12.1; H: -1.5; I: -0.2; J: -4.7

> Cc1ccc(S(=O)(=O)N(C)C)cc1NC(=O)CSc1ncc(C(F)(F)F)cc1Cl
  A: -3.4; B: 1.8; C: 2.2; D: 0.0; E: 3.3; F: -1.4; G: 2.0; H: 5.8; I: -0.1; J: 1.2

> CC1CC(C)(C)NC(=S)N1CCCC(=O)NCc1ccccc1 (stereo unspecified)
  A: 11.7; B: -5.3; C: -1.5; D: 2.3; E: -3.5; F: 2.1; G: 7.2; H: -0.3; I: -0.5; J: -3.9

> COc1ccc([C@@H]2CC(=O)c3c(O)cc(O[C@@H]4OC(CO[C@@H]5OC(C)[C@H](O)[C@@H](O)[C@H]5O)[C@@H](O)[C@H](O)[C@H]4O)cc3O2)cc1O (stereo partly specified)
  A: -5.2; B: 0.3; C: 5.0; D: 0.5; E: -1.1; F: -1.3; G: 7.7; H: 3.1; I: -0.3; J: -1.6

> Cc1cccc2cncc(OCc3nnc(SC(F)F)n3C)c12
  A: 2.6; B: -5.1; C: 6.1; D: -15.1; E: 8.8; F: -13.5; G: 8.4; H: 3.8; I: -1.0; J: -21.0

> CCCC(=O)Nc1nn(C)c2nc3ccc(C)cc3cc12
  A: -0.7; B: -5.2; C: -0.6; D: -85.7; E: 2.5; F: -8.8; G: -17.8; H: -1.9; I: -0.4; J: -103.3

> CCSc1ccc2nnc(-c3cccc(F)c3)n2n1
  A: -8.4; B: 2.8; C: -5.2; D: -18.7; E: 1.0; F: -13.0; G: -3.4; H: -5.8; I: 0.5; J: -25.8

> Cc1ccc(NC2=NC3(CCCCC3)N=C(N)N2)c(C)c1
  A: 11.1; B: 3.2; C: -0.8; D: 0.9; E: 0.4; F: 0.0; G: -3.8; H: -2.1; I: 0.1; J: 3.5

Bioassay records (PubChem)
